GSIS activator: GLuc luminescence reporter in INS-1E cells, primary screen for activators of glucose-dependent secretion of insulin | actives 0.61% (n = 370,000) | INS-1E GLuc reporter insulin secretion, 2-3 h | activation, % at 16.6 µM;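 active = lowest replicate activation of at least 40%, so every replicate reaches that level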;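 also: 0% = median of neutral control wells and 100% = median of IBMX positive control wells; some compounds called inactive have numbers as strong as hits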
RAD54 inh: inhibitors of human RAD54 branch migration; inhibition, % at 10.4 µM; AID 602329; Q92698; actives 0.14% (n = 360,000); RAD54 Holliday junction branch migration, FAM/BHQ fluorescence;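 active = mean normalized replicate activity at least 40 and at least half of replicates scoring 40 or more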;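 also: 0% = median of neutral control wells and 100% = median of positive control wells; inhibitors cause a drop in the FAM fluorescence signal; in these data hits start at about 50%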
Target sequence (Q92698 whole entry, looked up): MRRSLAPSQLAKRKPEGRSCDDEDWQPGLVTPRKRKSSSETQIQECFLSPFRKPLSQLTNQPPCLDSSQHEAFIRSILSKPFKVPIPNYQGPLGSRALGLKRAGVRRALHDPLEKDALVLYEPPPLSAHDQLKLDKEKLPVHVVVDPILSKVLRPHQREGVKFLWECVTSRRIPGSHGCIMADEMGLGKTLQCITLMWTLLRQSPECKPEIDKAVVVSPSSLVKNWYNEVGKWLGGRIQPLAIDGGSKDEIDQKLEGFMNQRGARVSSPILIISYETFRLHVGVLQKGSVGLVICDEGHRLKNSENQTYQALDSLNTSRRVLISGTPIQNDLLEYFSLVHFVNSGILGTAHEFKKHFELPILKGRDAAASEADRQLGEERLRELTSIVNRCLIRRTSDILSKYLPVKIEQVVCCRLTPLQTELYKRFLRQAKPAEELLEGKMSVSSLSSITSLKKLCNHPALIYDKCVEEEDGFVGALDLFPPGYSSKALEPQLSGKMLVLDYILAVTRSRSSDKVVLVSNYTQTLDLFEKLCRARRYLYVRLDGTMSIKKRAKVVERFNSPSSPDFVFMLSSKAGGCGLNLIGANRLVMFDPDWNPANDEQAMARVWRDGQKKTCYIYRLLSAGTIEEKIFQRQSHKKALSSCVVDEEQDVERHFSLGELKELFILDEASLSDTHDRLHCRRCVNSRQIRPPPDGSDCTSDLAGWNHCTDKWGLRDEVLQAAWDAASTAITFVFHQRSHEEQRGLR
XiGFP reactiv: reactivates the inactive X chromosome in mouse fibroblasts | actives 0.055% (n = 360,000) | activation, % at 7.58 µM | XiGFP mouse fibroblasts, % GFP-positive cells imaging, 3 d; cells co-treated with 5-aza-dC sensitizer; scaled so ellipticine positive control = 100%;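 active = mean normalized replicate activation at least 10% and every replicate at or above 10%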;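 also: 0% = median of on-plate neutral control wells and 100% = ellipticine 6 µM median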
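System: 68-5-11 XiGFP fibroblast line; Timing: 3 days compound exposure; Compound dosing: one concentration, pinned; Benchmarks: positive control ellipticine, 6 µM final; Buffer or medium: DMEM containing 5-aza-dC.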
The depositor's hits bear a star.

entry	molecule	GSIS activator	RAD54 inh	XiGFP reactiv
1	O=C(CSc1ncnc2c1cnn2CCO)Nc1cccc(C(F)(F)F)c1	-12	6	0.2
2	CN(Cc1ccccc1)c1ccc(N2C(=O)CCCC2=O)cc1[N+](=O)[O-]	-1	1	0.0
3	COc1ccc(C)cc1NC(=O)c1cc2c(s1)CCC2	3	9	-0.1
4	Cc1cc(Cl)ccc1NC(=S)N(CCCN1CCOCC1)Cc1cccs1	-7	-2	0.1
5	O=C(CN1CCN(c2ccc(Cl)cc2)CC1)NCc1ccccc1	-12	-5	0.2
6	COc1cc(/C=N/NC(=O)C2C3CCCCC32C)cc(Br)c1O (configuration not stated)	-8	3	0.0
7	CC(CNC(=O)COc1ccccc1)OC(=O)Nc1ccc(Cl)c(Cl)c1 (configuration not stated)	-37	-1	0.4
8	NN1C(=O)c2cccc3c(C(=O)O)ccc(c23)C1=O	16	-7	-0.1
9	COc1cccc(NC(=S)N2CCc3cc(OC)c(OC)cc3C2COc2ccc3c(C)cc(=O)oc3c2)c1 (configuration not stated)	-7	1	-0.2
10	CC1CCN(C(=S)Nc2ccc3nc4n(c(=O)c3c2)CCCCC4)CC1	-2	12	-0.1
11	CSCC[C@H](NC(=O)C(C)Oc1ccc(Cl)cc1)c1nc2ccccc2[nH]1 (some centres not stated)	-23	13	0.0
12	COc1ccccc1C(=O)Nc1nnc(SCC(=O)Nc2ccc3c(c2)oc2ccccc23)s1	-17	-5	0.0
13	CCC(C)[C@H](NC(=O)CCn1nnc2ccccc2c1=O)C(=O)O (some centres not stated)	-2	0	-0.1
14	CC(C)(C)c1ccc(S(=O)(=O)N2CCSC2)cc1	1	-8	0.0
15	CC1(C)OC(=O)C(=NNc2ccccc2)C(=O)O1	12	-7	-0.1
16	NC(=O)c1ccccc1NC(=S)NC(=O)CCc1ccccc1	17	-8	-0.1
17	CCc1ccc(CN(C)CC(=O)Nc2ccccc2[N+](=O)[O-])cc1	0	-8	-0.1
18	CCOC(=O)C1=C(C)NC(=O)NC1c1ccc(N2CCC(c3ccccc3)=N2)cc1 (configuration not stated)	-5	0	0.1
19	Cc1cccc(CSc2nnc(C)c(=O)n2N)c1	21	-3	0.1
20	Cc1c(C(=O)Nc2ccc(Br)cc2)cnn1C	0	16	0.0
21	O=C(/C=C/c1ccc(Cl)cc1)NCc1cccs1	-15	0	-0.1
22	O=C1NC(=NCc2ccccc2)S/C1=C\c1ccccc1	-9	5	0.1
23	Cc1ccc(C)c(-n2cc(-c3ccc(Cl)cc3)nc2SCC(=O)NC2CCS(=O)(=O)C2)c1 (configuration not stated)	-28	3	0.2
24	COC(=O)Oc1ccc(/C=C/C(=O)OC(C)C)cc1OC(=O)OC	-22	2	-0.4
25	Cn1c(-[n+]2c(-c3ccccc3)cc(-c3ccccc3)cc2-c2ccccc2)nc2cc([N+](=O)[O-])ccc21	-5	9	0.0
26	O=C(CSc1ccc2c(c1)OCCO2)Nc1cccc(S(=O)(=O)N2CCCCC2)c1	26	-3	0.1
27	Cc1ccccc1NCC(=O)N/N=C\c1ccc([N+](=O)[O-])s1	-6	5	0.0
28	O=C(NCCC1=CCCCC1)c1ccc(F)cc1	-7	5	0.0
29	Cn1ncc(Br)c1C(=O)N1CCN(C(=O)c2ccco2)CC1	5	1	0.1
30	O=C(CSc1ccc2nnc(-c3ccccc3)n2n1)N1CCCc2ccccc21	45	24	0.3
31	Cc1cccc(NC(=S)Nc2ccc(N3CCOCC3)cc2)c1C	7	-7	0.6
32	O=C(c1ccc(F)cc1)N1CCN=C1c1ccccc1	10	-2	-0.1
33	CCNC(=S)N1CCN(c2ncccn2)CC1	11	-6	-0.1
34	COc1ccc(NC(=O)C(c2ccc(C)cc2)N(C)C(=O)c2ccc(=O)[nH]c2)cc1 (configuration not stated)	9	1	0.2
35	CCCCNS(=O)(=O)c1ccc(NC(=O)C(Sc2ccccc2)c2ccccc2)cc1 (configuration not stated)	-31	-1	0.2
36	CC(CCc1ccccc1)NC(=O)COC(=O)C12CC3CC(CC(Br)(C3)C1)C2 (configuration not stated)	-19	3	0.1
37	CC1C/C(=N\Nc2ccc(S(N)(=O)=O)cc2[N+](=O)[O-])CC(C)(C)C1 (configuration not stated)	9	7	0.2
38	Cn1c(CC(=O)Nc2ccccc2)c(Sc2ccccc2)c2ccccc21	-5	-4	0.0
39	Cc1ccc(C(=O)N2CCOCC2)cc1[N+](=O)[O-]	24	8	-0.1
40	Cc1ccc(NC(=O)CN(C)Cc2ccc(F)cc2)c([N+](=O)[O-])c1	-21	0	0.0
41	C=CCN(C)NC(=S)Nc1ccccc1	12	0	0.3
42	COC(=O)c1sccc1NC(=O)COc1ccccc1Cl	-5	-5	-0.1
43	Cc1ccc(C(=O)NNC2=Nc3cccc4cccc2c34)cc1	-16	-3	0.3
44	O=C(CSCc1ccc(F)cc1)Nc1ccccc1C(=O)N1CCOCC1	8	-2	0.2
45	CCOc1ccc(NC(=O)CC2C(=O)N(C)C(=S)N2Cc2ccco2)cc1 (configuration not stated)	10	-5	0.0
46	COc1ccc(/C=N/NC(=O)Cn2c(Cc3ccc(OC)c(OC)c3)nc3ccccc32)cc1	32	-18	0.0
47	NC(=O)CSc1nc2scc(-c3ccc(Cl)cc3)c2c(=O)n1Cc1ccccc1	35	-14	0.0
48	CCCc1c2ccccc2nc2ccccc12	35	10	0.0

Looked up by compound from above, 6 records:
entry	molecule	GSIS activator	RAD54 inh	XiGFP reactiv
44	O=C(CSCc1ccc(F)cc1)Nc1ccccc1C(=O)N1CCOCC1	8	-2	0.2
41	C=CCN(C)NC(=S)Nc1ccccc1	12	0	0.3
42	COC(=O)c1sccc1NC(=O)COc1ccccc1Cl	-5	-5	-0.1
48	CCCc1c2ccccc2nc2ccccc12	35	10	0.0
47	NC(=O)CSc1nc2scc(-c3ccc(Cl)cc3)c2c(=O)n1Cc1ccccc1	35	-14	0.0
45	CCOc1ccc(NC(=O)CC2C(=O)N(C)C(=S)N2Cc2ccco2)cc1 (configuration not stated)	10	-5	0.0

(listing goes on)
entry	molecule	GSIS activator	RAD54 inh	XiGFP reactiv
49	N#CC(Cc1ccc(OC(F)F)cc1)c1nc2ccccc2[nH]1 (configuration not stated)	-29	2	0.1
50	CC(C)c1ccccc1NC(=O)Cn1c(-c2ccccc2Cl)nc2ccccc21	-9	15	-0.1
51	O=C(CSc1nnc(-c2c[nH]c3ccccc23)o1)c1ccc(-c2ccccc2)cc1	13	10	-0.1
52	CCOC(=O)Cc1csc(SCC(=O)NC(C)C23CC4CC(CC(C4)C2)C3)n1 (configuration not stated)	-11	-13	0.1
53	CN(C)C(=O)NC1C=CS(=O)(=O)C1 (configuration not stated)	18	-16	0.0
54	CCC(=O)Oc1ccc2oc(=O)cc(C)c2c1	9	6	0.0
55	C/C(=N\Nc1cc(C(F)(F)F)ccc1Cl)c1ccccc1O	-20	-1	0.0
56	COc1ccccc1CNC(=O)C(NS(=O)(=O)c1ccc2c(c1)OCCO2)C(C)C (configuration not stated)	4	-19	0.4
57	C/C(CC(=O)N(C(C)C)C(C)C)=N\NC(=O)c1ccccc1Br	-6	-1	0.5
58	COc1cccc(C(=O)NCCOc2cc(C)cc(C)c2)c1	12	-1	0.0
59	C=C(C)CNC(=S)NNC(=O)CCn1c2ccccc2c2ccccc21	-14	0	0.0
60	O=C(COc1ccc(F)cc1)N(c1ccccn1)C1CCCCC1	0	-14	-0.1
61	Cn1c(N)c(C(=O)c2ccc(C#N)cc2)c(=O)n(C)c1=O	10	1	0.3
62	O=C(c1cccc(S(=O)(=O)N2CCc3ccccc3C2)c1)N1CCN(c2ccccc2)CC1	-31	2	0.1
63	Cc1cc(C)c(OCC(=O)OCCNC(=O)c2cccnc2)c(C)c1	14	-11	-0.1
64	Cc1ncc([N+](=O)[O-])n1CCOC(=O)NC(NCc1ccccc1Cl)C(Cl)(Cl)Cl (configuration not stated)	-30	-5	-0.1
65	Cc1ccccc1NC(=S)N(C)CCc1ccccn1	11	0	-0.1
66	O=C(N/N=C/c1ccccc1OCc1ccccc1)c1cccs1	-6	2	-0.2
67	Cc1cc(C)n(-c2ccc(C(=O)OCC(=O)Nc3cc(Cl)ccc3[N+](=O)[O-])cc2)n1	25	-4	-0.1
68	C=CCN(CC=C)S(=O)(=O)c1ccc(C(=O)Nc2nc3c(s2)CCc2ccccc2-3)cc1	16	-4	-0.1
69	CCOc1ccc(NS(=O)(=O)c2ccc(OC)c(NC(=O)c3ccc4c(c3)OCCO4)c2)cc1	-24	-1	0.1
70	O=C(CCSc1ccccc1)NCCSCc1ccco1	-5	-13	0.1
71	O=C(COC(=O)Cc1ccc(Cl)cc1)Nc1ccccc1-c1ccccc1	-12	4	-0.2
72	O=C(COC(=O)c1ccc(Sc2ccccc2)c([N+](=O)[O-])c1)NC1CCS(=O)(=O)C1 (configuration not stated)	-2	-9	0.1
73	CCc1ccc(Nc2nnc(SCC(=O)Nc3sccc3C(N)=O)s2)cc1	-22	7	0.3
74	CCCCn1c(N)c(NCCC)c(=O)[nH]c1=O	24	-5	0.1
75	COC(=O)c1c(-c2ccc(C)cc2)csc1NC(=S)NC(=O)c1cc(OC)cc(OC)c1	5	-2	0.0
76	COC(=O)c1ccc(NC(=S)NC2CC(C)(C)NC(C)(C)C2)cc1	11	-5	0.5
77	CC(=O)N1C(O)CC(C)N1c1ccccc1 (configuration not stated)	23	0	0.0
78	CCCC(C)NC(=O)c1cc(C(=O)OC)cc([N+](=O)[O-])c1 (configuration not stated)	1	1	-0.1
79	CCN1CCCC1CN(Cc1cc2ccc(C)cc2[nH]c1=O)C(=S)Nc1ccccc1OC (configuration not stated)	14	0	0.1
80	O=C(NNC1CC(=O)N(c2cccc(Cl)c2)C1=O)c1cccs1 (configuration not stated)	19	-2	-0.1
81	Nc1c(Cl)ncnc1N/N=C/c1ccnc2ccccc12	1	-12	-0.1
82	O=C(N/N=C/c1ccccc1[N+](=O)[O-])c1ccc(COc2ccccc2-c2ccccc2)cc1	-20	1	-0.2
83	O=C1/C(=C/c2c[nH]c3ccccc23)CCC/C1=C\c1c[nH]c2ccccc12	-19	-12	1.8
84	CC(C)CCNC(=O)CNC(=S)N(Cc1ccccc1)Cc1cccnc1	-6	4	0.0

Entries of single compounds from above. Order of screens: GSIS activator, RAD54 inh, XiGFP reactiv
O=C(NNC1CC(=O)N(c2cccc(Cl)c2)C1=O)c1cccs1 (configuration not stated) as listed: 19, -2, -0.1
CCCC(C)NC(=O)c1cc(C(=O)OC)cc([N+](=O)[O-])c1 (configuration not stated) as listed: 1, 1, -0.1

Carrying on:
entry	molecule	GSIS activator	RAD54 inh	XiGFP reactiv
85	O=C(/C=C/c1cccc(Br)c1)N1CCN(c2cccc(C(F)(F)F)c2)CC1	-31	10	0.0
86	O=C(O)C1CSC(c2ccccc2Cl)N1C(=O)c1ccc(Cl)cc1 (configuration not stated)	12	-3	-0.1
87	O=C1c2cccc3cccc(c23)C(=O)N1CCCN(C(=O)c1cccs1)c1cccc(F)c1	19	2	0.3
88	Oc1ccc(/C=N/Nc2ncc(Br)cn2)c(O)c1	1	4	0.6
89	Cc1[nH]c(C(=O)N/N=C/c2ccc(C(=O)O)cc2)c(C)c1C(=O)N/N=C/c1ccc(C(=O)O)cc1	28	3	0.0

The list is partial; the hit share may differ from the screen's.
